Yfh1-off respiration: enhancers of respiration in Yfh1-depleted yeast, dose response, Friedreich's ataxia, plus single-dose screen (AID 1465); fold induction at 50 µM; hits with a dose series show EC50 in µM; S. cerevisiae Yfh1-off respiration, WST-1 reduction, 72 h; higher fold induction means a stronger effect; actives 0.074% (n = 220,000);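 active = fold induction of absorbance versus untreated yeast above a set limit, then at least 30% activation at any dose in follow-up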;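 also: activators that raise dye reduction in frataxin-depleted yeast; strong numbers were not always called active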
TNAP activators: human TNAP enzyme activators, primary screen, biochemical, luminescent, no phosphate acceptor, uHTS (AID 1001); purified TNAP, luminescent activation assay, no phosphate acceptor; higher activation fold means a stronger effect; Alkaline phosphatase, tissue-nonspecific isozyme (Homo sapiens); actives 0.03% (n = 200,000); activation fold at 20 µM; hits with a dose series show EC50 in µM; in the data active = activation fold from about 3, or a potency from the dose series; inactive = the rest, 99 in 100 with activation fold below about 1.6; also: many of its hits are not listed in these tables
HEK293 NOD2/NF-kB: NOD2 signaling inhibitors, cell-based, luminescence, uHTS, HEK293 (AID 1566); HEK293 NOD2/NF-kB luciferase reporter, luminescence; higher % means a stronger effect; actives 0.63% (n = 290,000); one-dose inhibition, % at 4 µM; EC50 in µM for titrated hits; also: many of its hits are not listed in these tables
NTR1 ag: agonists of NTR1, primary screen, imaging, U2OS cells, beta-arrestin-GFP, high content (AID 493036); actives 0.17% (n = 330,000); Neurotensin receptor type 1 (Homo sapiens), P30989; activation, % at 20 µM; NTR1-U2OS beta-arrestin-GFP spot imaging, agonist mode;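 active = activation at or above 40% of the spot to cytoplasm intensity ratio, with at least 20 cells analyzed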;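 also: 0% = DMSO without peptide and 100% = 100 nM NTR1 peptide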
Target sequence (P30989 whole entry, looked up): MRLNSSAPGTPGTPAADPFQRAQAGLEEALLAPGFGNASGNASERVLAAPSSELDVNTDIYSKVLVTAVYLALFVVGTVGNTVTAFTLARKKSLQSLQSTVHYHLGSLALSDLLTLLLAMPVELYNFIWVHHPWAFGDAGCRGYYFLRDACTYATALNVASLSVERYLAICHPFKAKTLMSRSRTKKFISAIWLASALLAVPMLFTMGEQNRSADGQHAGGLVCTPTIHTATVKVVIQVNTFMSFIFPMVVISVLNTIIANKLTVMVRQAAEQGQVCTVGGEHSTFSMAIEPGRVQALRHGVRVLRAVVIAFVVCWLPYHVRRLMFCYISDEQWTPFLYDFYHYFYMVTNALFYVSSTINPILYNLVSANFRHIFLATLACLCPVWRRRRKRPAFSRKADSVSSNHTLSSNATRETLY
ER stress rescue: rescue of cells from ER stress-induced death, primary screen, 384-well, CSM14.1, thapsigargin, ATP luminescence (AID 1222). CSM14.1 thapsigargin-induced death rescue, ATP luminescence; higher % means a stronger effect. 190,000 tested, under 10 active. cellular ATP content (survival), % at 20 µM; hits with a dose series show EC50 in µM;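 active = EC50 below 50 µM in the dose-response confirmation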;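 also: death triggered by thapsigargin at about 15 µM added after 2 h compound pretreatment; cell ATP read after overnight thapsigargin exposure of roughly 18 to 22 hours; normalized against plate controls of thapsigargin alone and 5% DMSO vehicle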
NOD1 inhibition: NOD1 signaling inhibitors, primary screen, cell-based, luminescence, uHTS (AID 1578). actives 1% (n = 290,000). inhibition, % at 4 µM, or EC50 in µM where a hit was titrated. NOD1-driven NF-kB luciferase reporter cells, luminescence; higher % means a stronger effect; in the data active = inhibition mostly above about 36%, no sharp cut-off; inactive = mostly below about 34%;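 also: HEK-293T reporter cells stimulated with the NOD1 agonist gamma-tri-DAP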
KOR beta-arrestin-1: KOR agonists, beta-arrestin recruitment, primary screen, cell-based, luminescence, uHTS (AID 1777); KOR beta-arrestin recruitment, luminescence; higher % means a stronger effect; one-dose activation, % at 10 µM; EC50 in µM for titrated hits; actives 0.02% (n = 280,000); in the data active = activation above about 50%, passing the limit was not always enough; also: a part of the inactive calls stands beside numbers as strong as those of hits
GPR55 activation: GPR55 agonists via beta-arrestin recruitment, primary screen, imaging, U2OS cells, beta-arrestin-GFP redistribution (AID 1961). one-dose activation, % at 10 µM; EC50 in µM for titrated hits. U2OS GPR55 beta-arrestin-GFP redistribution imaging; higher % means a stronger effect. actives 0.048% (n = 290,000). G-protein coupled receptor 55 (Homo sapiens);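 active = activation above 40% with more than 50 cells counted in the well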;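 also: U2OS osteosarcoma cells stably expressing GPR55 and beta-arrestin-GFP; plate controls were DMSO negative control for no effect and LPI positive control for full effect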
KOR beta-arrestin-2: KOR antagonists, beta-arrestin recruitment, cell-based, luminescence, uHTS (AID 1778); Kappa-type opioid receptor (Homo sapiens); KOR beta-arrestin recruitment, luminescence, antagonist mode; higher % means a stronger effect; one-dose inhibition, % at 10 µM; IC50 in µM for titrated hits; actives 0.091% (n = 290,000); also: strong numbers were not always called active
NTR1 ag cell count 20 µM: recorded beside NTR1 ag, whose call it bears; cell count; measured here: cell count, cytotoxicity flag
Active calls of the source: *; i = inactive; . = not tested or not shown; [ ] = another dose, or the depositor's remark. Rule as the data show it, unless noted: active = inhibition above about 50%; inactive = the rest. Only part of the results is shown; rates above refer to the full screens.

SMILES	ER stress rescue	NOD1 inhibition	KOR beta-arrestin-2	NTR1 ag	KOR beta-arrestin-1	Yfh1-off respiration	GPR55 activation	HEK293 NOD2/NF-kB	TNAP activators	NTR1 ag cell count 20 µM
CCn1c(SCC(=O)N/N=C/c2ccccc2OCC(=O)O)nnc1-c1ccc(OC)cc1	-2.8%	5%	10%[20 µM]	-0.3	.	i	0.3%	-27%	0.9	30
CC(=O)Oc1ccc2c(c1)OC(c1ccccc1)CC21CC(C)(C)NC(=O)N1 (stereo not drawn)	-3.4%	-16%	20%	1.9	-1.0%	i	-0.1%	10%	1	43
CCOC(=O)c1c(C)[nH]c(C(=O)COC(=O)c2oc3ccccc3c2C)c1C	-2.8%	-50%	-12%	0.5	19%	i	-0.1%	5%	1.1	84
Cc1ccc(S(=O)(=O)C2(C(=O)NCc3ccc4c(c3)OCO4)CC2)cc1	1.0%	14%	-20%	-0.8	-4.0%	i	-0.3%	12%	1.1	90
CCOc1ccc(-n2cc(C(=O)N3CCN(C)CC3)c3cc(OC)c(OC)cc3c2=O)cc1	-1.1%	-15%	23%	1.7	-1.4%	i	-0.1%	13%	1.1	78
Cc1cc2nc(C3CCN(CC4COc5ccccc5O4)CC3)[nH]c2cc1C (stereo not drawn)	-1.2%	-34%	20%	1.1	-1.0%	i	-0.2%	0%	1.2	57
Cc1ccc(S(=O)(=O)NC(CC(C)C)C(=O)N2CCOCCOCCOCC2)cc1 (stereo not drawn)	.	0%	-9%	3.1	8.9%	.	-0.1%	-16%	.	47
CCOC(=O)N1CCN(C(=O)CSCc2ccc(Br)cc2)CC1	-1.8%	-21%	-26%[20 µM]	0.1	-1.1%	i	0.6%	-1%	1.1	51
Cc1noc(C)c1COC(=O)c1cccc(N(C)C)c1	-0.6%	-28%	-31%	0.2	-0.2%	i	0.1%	-10%	1.1	35
COc1ccccc1N1CCN(c2ccc3ccccc3n2)CC1	.	1%	-2%	0.0	-2.0%	.	-0.2%	-161%	.	49
COc1cccc(CCNC(=O)CCc2nnc(-c3cc(C)oc3C)o2)c1	.	10%	-20%	0.8	5.3%	.	-0.1%	12%	.	73
NS(=O)(=O)c1ccc(Sc2ccccn2)c([N+](=O)[O-])c1	.	-2%	11%	0.1	2.3%	i	0.0%	15%	.	60
Cc1ccc(NC(=O)NCCCN2CCCC2=O)cc1C	.	-40%	-16%	-1.8	-2.6%	.	0.0%	-3%	.	63
CCOc1ccc(-c2c[n+]3c(n2-c2ccccc2)CCCCC3)cc1	-0.2%	39%	-3%	0.4	24%	i	-0.3%	37%	1.1	86
COC(=O)c1nc2nc(C)cc(=O)n2[nH]1	-1.0%	-7%	17%	0.3	-8.1%	i	0.0%	16%	1	58
COc1ccc(NC(=S)Nc2cc(C)cc(C)n2)cc1OC	0.0%	15%	26%	1.4	19%	i	-0.2%	-109%	1	71
CC1(C)C2CCC1(CS(=O)(=O)NCc1ccc(C(F)(F)F)cc1)C(=O)C2 (stereo not drawn)	.	0%	14%	2.5	2.0%	.	0.4%	-2%	.	87
Cc1cc(/C=N\NC(=O)CC(=O)NC2CCCCC2)c(C)n1-c1ccc(Cl)cc1	-1.0%	-23%	-69%	1.0	-4.1%	i	0.2%	3%	1.1	79
COc1cc(CNCc2ccccc2)ccc1OCC(O)c1ccccc1 (stereo not drawn)	.	-8%	-14%	0.3	5.1%	.	0.2%	0%	.	83
COc1ccc(OC)c(S(=O)(=O)Nc2c(C)n(C)n(-c3ccccc3)c2=O)c1	.	-32%	-30%[20 µM]	-0.5	-2.6%	.	-0.1%	-6%	.	65
NC(=O)Cn1c(-c2nonc2N)nc2ccccc21	6.5%	-13%	.	1.3	.	i	-0.4%	-1%	1.1	47
CCN(CC)CCCNC(=O)C(C)Sc1nc(-c2ccccc2)cc(C(F)(F)F)n1 (stereo not drawn)	.	4%	-9%	-0.7	5.4%	i	-0.1%	0%	.	59
CCCN1C(=O)/C(=C/c2ccccc2OCc2ccc(C(=O)O)cc2)NC1=S	-8.8%	3%	13%	1.8	-7.5%	i	-0.4%	12%	0.9	58
Cc1ccc(Oc2ccc(Oc3ccc(C)cc3)nn2)cc1	-1.4%	-15%	22%	1.4	-2.1%	i	0.0%	-4%	1.1	87
O=C(CN(C(=O)c1csnn1)c1ccc(F)c(Cl)c1)NC1CCCC1	.	2%	-43%	-0.9	1.1%	.	-0.1%	4%	.	47
S=C1NNC2(NN1)C1CC3CC(C1)CC2C3	-1.1%	-20%	18%	-1.7	-3.4%	i	0.1%	0%	1	87
O=C(c1ccco1)N1CCN(C(=O)c2cc3cc([N+](=O)[O-])ccc3oc2=O)CC1	-0.2%	-12%	-18%[20 µM]	1.4	1.3%	i	-0.1%	7%	0.9	48
CCOc1ccccc1NC(=O)C1=C(C)NC(=S)NC1c1cccs1 (stereo not drawn)	-0.5%	57%	-41%	.	7.4%	i	0.2%	-9%	1	.
O=S(=O)(Nc1cccc2c1CCCC2)c1cccc(C(F)(F)F)c1	-0.1%	2%	-28%	18	1.4%	i	0.4%	-1%	1	75
Cc1ccc(-n2c(=O)[nH]c3c(C(N)=O)nc(CC(C)C)nc32)cc1	.	-24%	-4%	1.8	-1.3%	i	0.2%	-12%	1.8	38
Nc1cc(-c2ccccc2)nn1S(=O)(=O)c1ccc(Br)cc1	4.0%	31%	-22%	7.8	4.7%	i	0.2%	4%	1.1	70
O=C(NCC1CCN(Cc2cccc(Cl)c2)CC1)Nc1ccccc1Cl	.	3%	1%	3.4	-0.9%	.	-0.2%	17%	.	48
O=C1CSC(=Nc2cccc(Cl)c2Cl)N1Cc1cccnc1	.	-13%	0%	0.4	3.8%	i	-0.1%	15%	.	60
CCOc1ccccc1N1CCN(C(=O)c2cc(-c3cc(OC)ccc3OC)nc3ccccc23)CC1	.	.	-28%	2.3	-3.7%	.	0.3%	.	.	55
CN1CCN(C(=O)c2cc(Cl)ccc2Cl)CC1	0.6%	8%	10%	0.9	9.3%	i	-0.3%	0%	1.1	41
COCC(C)N1C(=O)Cc2c1nc(N)c1c(N)nc(N3CCN(c4ccccc4F)CC3)c(C#N)c21 (stereo not drawn)	5.9%	8%	1%	2.4	-4.6%	i	0.4%	12%	1.1	49
O=C(C1CC(=O)N(C2CCCC2)C1)N1CCN(c2cccc(Cl)c2)CC1 (stereo not drawn)	.	6%	-2%	-0.5	2.0%	.	0.0%	8%	.	64
c1ccc2c(c1)nc1n2CN(Cc2ccc3c(c2)OCO3)CN1	-2.9%	-20%	16%	-0.9	5.2%	i	0.3%	9%	1	79
Cc1cc(=O)[nH]c(N/N=C/c2ccc([N+](=O)[O-])cc2)n1	0.8%	-23%	8%	0.2	-3.6%	i	0.2%	1%	1	79
CC(C)CNS(=O)(=O)c1ccc(CCC(=O)NCC2CCCO2)cc1 (stereo not drawn)	-0.9%	-9%	-1%	-0.1	-3.7%	i	-0.1%	13%	1.1	62

The closing 3 compounds of the section before come first, to join the parts:
SMILES	ER stress rescue	NOD1 inhibition	KOR beta-arrestin-2	NTR1 ag	KOR beta-arrestin-1	Yfh1-off respiration	GPR55 activation	HEK293 NOD2/NF-kB	TNAP activators	NTR1 ag cell count 20 µM
c1ccc2c(c1)nc1n2CN(Cc2ccc3c(c2)OCO3)CN1	-2.9%	-20%	16%	-0.9	5.2%	i	0.3%	9%	1	79
Cc1cc(=O)[nH]c(N/N=C/c2ccc([N+](=O)[O-])cc2)n1	0.8%	-23%	8%	0.2	-3.6%	i	0.2%	1%	1	79
CC(C)CNS(=O)(=O)c1ccc(CCC(=O)NCC2CCCO2)cc1 (stereo not drawn)	-0.9%	-9%	-1%	-0.1	-3.7%	i	-0.1%	13%	1.1	62
Cc1ccccc1NC(=O)C1CC(=O)n2ncnc2N1 (stereo not drawn)	.	-8%	17%	2.2	-2.4%	i	3.5%	8%	.	56
COc1ccccc1N1CCN(C(=O)CSc2nc(-c3ccccc3)cc(=O)[nH]2)CC1	-1.9%	-25%	-27%	-0.3	-1.5%	i	0.9%	10%	1.1	63
Cc1cc(C)n(S(=O)(=O)c2ccc3oc(=O)ccc3c2)n1	.	-13%	-46%	-1.1	-1.0%	.	0.2%	6%	.	67
O=C(Cc1ccccc1)N/N=C/c1cc(Br)cs1	.	1%	-18%	1.2	0.2%	.	0.4%	-14%	.	69
Cc1occc1C(=O)N1CCN(Cc2ccccc2)CC1	-1.6%	-2%	14%	-1.8	-3.0%	i	-0.1%	4%	1.1	43
CC(C)N1CCc2c(sc(NC(=O)c3ccc4ccccc4c3)c2C(N)=O)C1	.	-17%	-18%	0.6	-0.3%	.	0.0%	15%	.	53
C/C=C\C(=O)Nc1cccc(C2=NOC3(C2)C[C@@H](C(N)=O)N(C(=O)c2ccc(Cl)cc2)C3)c1 (stereo partly drawn)	.	-9%	-12%	0.2	1.4%	i	-0.1%	9%	.	85
CC(=C/c1ccco1)/C=N/NC(=O)CSc1nnc(SCc2ccc(C)cc2)s1	-1.7%	-30%	-15%	4.9	9.0%	.	0.1%	-45%	1.2	51
Cc1cccnc1NC(=S)Nc1ccc(F)cc1F	2.1%	-52%	2%	0.3	-0.6%	i	0.7%	-2%	0.8	53
CC1(C)Cc2cccc(C(=O)NCc3ccco3)c2O1	.	-1%	-7%	2.0	-2.6%	i	0.7%	7%	.	44

Some of these compounds in order of the GPR55 activation value, smallest number first.
| smiles | GPR55 activation |
| --- | --- |
| COC(=O)c1nc2nc(C)cc(=O)n2[nH]1 | 0.0% |
| S=C1NNC2(NN1)C1CC3CC(C1)CC2C3 | 0.1% |
| CCOC(=O)N1CCN(C(=O)CSCc2ccc(Br)cc2)CC1 | 0.6% |

Continued:
SMILES	ER stress rescue	NOD1 inhibition	KOR beta-arrestin-2	NTR1 ag	KOR beta-arrestin-1	Yfh1-off respiration	GPR55 activation	HEK293 NOD2/NF-kB	TNAP activators	NTR1 ag cell count 20 µM
COC(=O)c1ccccc1NC(=O)CSc1nnc(Cc2ccc(Cl)cc2)o1	.	-28%	24%	2.5	-6.6%	i	-0.1%	12%	1	86
CCOc1ccc(CCNC(=O)C2CSC3(C)CCC(=O)N23)cc1OCC (stereo not drawn)	.	-22%	6%	0.6	2.9%	.	-0.2%	0%	.	55
CCOC(=O)Cc1csc(N/N=C/c2ccc(Cl)cc2)n1	.	9%	9%	-0.5	3.9%	i	-0.2%	-28%	.	41
O=S1(=O)c2cccc3cccc(c23)N1Cc1ccc(-c2nnco2)cc1	4.0%	21%	-23%	5.6	2.1%	i	0.3%	8%	1.1	44
O=C1Nc2ccccc2SC(c2ccccc2)C1O (stereo not drawn)	-1.6%	2%	-101%	1.7	0.7%	i	0.2%	-11%	0.9	75

Bioassay records as filed in PubChem BioAssay.
